TMEM16A inh: TMEM16A chloride channel inhibitors, primary screen, cell-based, HTS | AID 588511, 2011 | normalized B-score (activity score, 25-100; higher = stronger inhibition) at 10 µM | hit rate 1.2% among 310,000 | HEK293 TMEM16A/YFP iodide influx fluorescence, ionomycin | Anoctamin-1 (Mus musculus), Q8BHY3;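 active means ratio plate-corrected score three or more library SD toward inhibition, starting fluorescence score within five deviations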;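 further: score derived from kinetic fluorescence span divided by baseline fluorescence per well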
Target sequence (Q8BHY3 whole entry, looked up): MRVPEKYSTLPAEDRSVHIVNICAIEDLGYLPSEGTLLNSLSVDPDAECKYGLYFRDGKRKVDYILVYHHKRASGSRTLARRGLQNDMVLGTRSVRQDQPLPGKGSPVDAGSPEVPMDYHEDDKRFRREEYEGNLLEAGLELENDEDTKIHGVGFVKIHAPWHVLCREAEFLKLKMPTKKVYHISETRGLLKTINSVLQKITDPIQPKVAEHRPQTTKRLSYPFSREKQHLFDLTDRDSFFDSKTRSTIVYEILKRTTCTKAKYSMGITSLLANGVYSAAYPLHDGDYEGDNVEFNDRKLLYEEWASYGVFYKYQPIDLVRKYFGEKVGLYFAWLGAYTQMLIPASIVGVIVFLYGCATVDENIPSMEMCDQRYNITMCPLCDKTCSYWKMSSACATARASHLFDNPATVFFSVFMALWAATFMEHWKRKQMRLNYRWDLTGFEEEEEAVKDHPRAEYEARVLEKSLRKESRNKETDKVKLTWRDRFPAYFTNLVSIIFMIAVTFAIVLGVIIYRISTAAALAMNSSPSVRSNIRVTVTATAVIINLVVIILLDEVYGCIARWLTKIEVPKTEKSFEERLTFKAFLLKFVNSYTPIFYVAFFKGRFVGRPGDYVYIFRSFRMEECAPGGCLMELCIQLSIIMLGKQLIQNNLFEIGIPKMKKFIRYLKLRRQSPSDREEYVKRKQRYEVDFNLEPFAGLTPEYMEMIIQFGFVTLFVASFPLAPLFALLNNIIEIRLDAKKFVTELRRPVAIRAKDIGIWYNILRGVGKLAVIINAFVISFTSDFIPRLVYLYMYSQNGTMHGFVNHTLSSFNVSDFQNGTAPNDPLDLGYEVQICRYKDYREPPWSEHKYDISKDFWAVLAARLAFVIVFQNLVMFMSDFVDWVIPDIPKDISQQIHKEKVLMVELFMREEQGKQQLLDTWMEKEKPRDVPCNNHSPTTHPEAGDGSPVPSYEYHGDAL
SKKanGAS inh: S. pyogenes SKKanGAS growth inhibitors in kanamycin, primary screen, streptokinase expression inhibitor project, SKKanGAS strain, BacTiter-Glo luminescence; 6 h; inhibition, % at 7.5 µM; hit rate 1.3% among 300,000; AID 1662, 2009;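 active means mean replicate score, as percent of positive control median, at least 50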;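 further: strain carries kanamycin resistance gene driven by streptokinase promoter and grows in 40 µg/ml kanamycin; loss of luminescence reflects streptokinase promoter inhibition or plain growth inhibition; 0% = median of DMSO wells and 100% = positive control at its reference dose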
HDAC3 inhib: HDAC3 deacetylase inhibitors, primary screen, biochemical, fluorescence, cell-free homogeneous | inhibition, % at 8.3 µM | hit rate 0.15% among 320,000 | recombinant HDAC3, fluorogenic peptide/trypsin coupled | Histone deacetylase 3 (Homo sapiens), O15379; in the data active means inhibition above about 26%, passing the limit was not always enough
RGS4 act: RGS4 potentiators or activators, primary screen, cell-based, HEK293 M3R inducible RGS4, calcium flux. hit rate 0.92% among 310,000. AID 463111, 2010. B-score at 10 µM. carbachol calcium flux Fluo4; stronger effect = lower value;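 active means B-score of the integrated calcium signal more than 4 SD below the library mean, with starting fluorescence not abnormally high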;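 further: negative B-score means reduced calcium response which marks RGS4 activation or potentiation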
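System: HEK293 FlpIn-TREx cells, stable M3R, doxycycline-inducible RGS4. Timing: overnight RGS4 induction, 30 min dye load 37 °C, 20 min compound RT. Also added: carbachol, ECmax concentration. Measured by: Fluo4 fluorescence kinetic imaging of calcium. Evaluation: integrated calcium ratio converted to B score.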
TRPC6 act: mouse TRPC6 channel activators, primary screen, cell-based, HEK293, membrane potential dye. B-score at 10 µM. HEK293-TRPC6 membrane potential dye fluorescence; stronger effect = higher value. hit rate 0.13% among 310,000;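 active means B-score of the integrated fluorescence ratio above library mean plus 3 SD, and starting fluorescence ratio within library mean plus 5 SD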;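 further: higher score means more depolarization so channel activation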
TRPC6 inhibitor: mouse TRPC6 channel inhibitors, primary screen, cell-based, HEK293, membrane potential dye; ACh-evoked depolarization; stronger effect = lower value; B-score at 10 µM; hit rate 1.1% among 310,000; AID 2553, 2010;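 active means B-score under library mean minus 3 SD, initial fluorescence not abnormally high, positive integrated signal ratio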;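 further: B-score derived from integrated fluorescence ratio over the kinetic read; more negative B-score means stronger inhibition of depolarization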
MrgX1 agonist: agonists of human MrgX1 receptor, primary screen, HEK293 cells, Fluo-4 calcium flux; AID 588627, 2011; B-score at 10 µM; hit rate 0.44% among 310,000; Fluo-4 calcium fluorescence, agonist mode; stronger effect = higher value;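 active means calcium response B-score plate-corrected fluorescence ratio at least 3 library SD, with starting fluorescence B-score inside 5 SD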
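Test system: HEK293 cells stably expressing human MrgX1 receptor; amount: 15,000 cells per well; doses: compound delivered in addition one of three; times: overnight plating before 1 h dye loading; detection: Fluo-4 NW calcium-flux fluorescence, kinetic read; read-out basis: B-scored fluorescence response ratio; controls: positive and negative controls per plate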
MrgX1 antag: antagonists of human MrgX1 receptor, primary screen, HEK293 cells, Fluo-4 calcium flux. BAM8-22 antagonism; stronger effect = lower value. B-score at 10 µM. hit rate 1.3% among 310,000;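 active means calcium-response B-score plate-corrected more than 3 library SD below zero, starting fluorescence within 5 deviations, no agonist response on first addition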;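 further: peak minus trough fluorescence over baseline after final BAM8-22 challenge near maximal dose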
TMEM16A act: TMEM16A chloride channel activators or potentiators, primary screen, cell-based, HTS; AID 623877, 2012; HEK293 TMEM16A/YFP-H148Q/I152L, iodide quench fluorescence; stronger effect = lower value; B-score at 10 µM; hit rate 0.3% among 340,000;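 active means fluorescence-ratio B-score plate-corrected deviation score at least 3 library SD below zero, with starting fluorescence score within 5 deviations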;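 further: channel opened by trigger with iodide after compound preincubation; score built on the fluorescence ratio of max minus min over baseline; more negative score means more quench and so TMEM16A activation or potentiation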
MrgX1 PAM: positive allosteric modulators of MrgX1, primary screen, HEK293 cells, Fluo-4 calcium flux. Mas-related G-protein coupled receptor member X1 (Homo sapiens), Q96LB2. FDSS; stronger effect = higher value. B-score at 10 µM. hit rate 0.63% among 310,000. AID 588675, 2011;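 active means plate-corrected calcium response at least 3 library SD above typical, normal starting fluorescence, not activating the receptor alone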;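 further: compound read alongside a low EC10 to EC30 dose of BAM8-22 agonist; peak minus trough fluorescence over baseline measured at the second addition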
RGS4 block: RGS4 inhibitors, primary screen, cell-based, HEK293 M3R inducible RGS4, calcium flux | Fluo-4 calcium flux; stronger effect = higher value; triggered by carbachol at its EC20 | hit rate 0.45% among 310,000 | Regulator of G-protein signaling 4 (Homo sapiens), P49798 | B-score at 10 µM;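 active means B-score, a plate-corrected calcium signal, over three deviations above library mean, with baseline fluorescence within five deviations of library mean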;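 further: RGS4 expression induced by doxycycline in cells with stable M3 receptor; B-score is computed from the integrated fluorescence ratio over baseline after carbachol; higher B-score means a larger calcium signal and so more RGS4 inhibition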
* = called active by the depositor; i = inactive; · = not tested or not shown. Random draw from the library; overall some 6.7% were active at least once.

structure	TMEM16A inh	SKKanGAS inh	HDAC3 inhib	RGS4 act	TRPC6 act	TRPC6 inhibitor	MrgX1 agonist	MrgX1 antag	TMEM16A act	MrgX1 PAM	RGS4 block
Cc1c(Cl)c([N+](=O)[O-])nn1CCCC(=O)O	i	4.5	1.5	i	i	i	i	i	i	i	i
C=CCOc1cccc(C2/C(=C(/O)c3ccc(Cl)cc3)C(=O)C(=O)N2CCN2CCOCC2)c1 (stereo not drawn)	i	2.5	3.3	i	i	i	i	-4.97*	i	i	i
O=C(NCc1cccnc1)c1cccc(OC2CCN(Cc3ccc(CO)o3)CC2)c1	i	-4.8	-0.2	i	i	i	i	i	i	i	i
CC(C)CC(=O)N1CCN(S(C)(=O)=O)CC1	i	-7.0	-1.0	i	i	i	i	i	i	i	i
CC(C)CNC(=O)COC(=O)/C=C/c1ccco1	i	-3.6	9.0	i	i	i	i	i	i	i	i
Cc1ccc(C)c(NC(=O)C2CC(Cl)=CCC2C(=O)O)c1 (stereo not drawn)	i	-6.0	-3.7	i	i	i	i	i	i	i	i
Cc1ccc(OCCN2CCN(C(=O)CCC(=O)Nc3nnc(C)s3)CC2)cc1	i	·	-1.3	·	·	·	i	i	i	i	·
COc1cc(/C=C/C(=O)OCC(=O)N2CCOCC2)ccc1OCC#N	i	1.0	4.1	i	i	i	i	i	i	i	i
COc1ccc(NC(=O)C(=O)NCCCn2ccnc2)cc1	i	-1.3	2.8	i	i	i	i	i	i	i	i
COc1ccc(-c2nnc(SCc3nc4ccccc4c(=O)[nH]3)o2)cc1	i	-1.4	·	i	i	i	i	i	i	i	i
Cc1ccc(S(=O)(=O)NCC(=O)NCC(=O)N(C)Cc2ccc3ccccc3c2)cc1C	i	-0.2	-7.2	i	i	i	i	i	i	i	i
Cc1ccc(/C=N/Nc2cccc3cccnc23)c(O)c1	i	-12.8	2.7	i	i	i	i	i	i	i	i
O=c1cc(CN2CCN(Cc3ccccc3)CC2)c2cc3c(cc2o1)CCC3	i	16.9	-2.7	i	i	i	i	i	i	i	i
COC(=O)C1CCN(C(=O)c2c(-c3ccccc3Cl)noc2C)CC1	i	-6.5	-3.7	i	i	i	i	i	i	i	i
O=c1cc(COc2ncnc3ccccc23)nc2sccn12	i	13.6	6.2	i	i	i	i	i	i	i	i
CCc1ccc(C(C)NC(=O)Cc2ccc(F)cc2)cc1 (stereo not drawn)	i	-6.7	0.8	i	i	i	i	i	i	i	i
Cc1cc2n(n1)C(c1ccco1)Nc1ccccc1-2 (stereo not drawn)	i	-10.5	6.5	i	i	i	i	i	i	i	i
O=C1NC2(CCCCC2)N=C1c1ccccc1	i	5.8	-4.3	i	i	i	i	i	i	i	i
CCOC(=O)Cc1csc(NC(=O)c2ccc(Cl)nc2)n1	i	28.5	0.2	i	i	i	i	i	i	i	i
O=C(Nc1nnc(S(=O)(=O)N2CCOCC2)s1)c1ccc(Cl)cc1	i	11.7	1.2	i	i	i	i	i	i	i	i
COc1ccc(NC(=O)CN2C(=O)COc3ccc(S(=O)(=O)N4CCCCCC4)cc32)cc1	i	-9.4	5.6	i	i	i	i	i	i	i	i
Cc1nc2nc(SCC(=O)NCCCN3CCCCCC3)nn2c(C)c1Cc1ccccc1Cl	i	-1.2	-6.8	-7.92*	i	i	i	i	i	i	i
O=C(O)c1ccc(NC(=O)C2C3CCC(C3)C2C(=O)O)cc1 (stereo not drawn)	i	-1.5	-5.1	i	i	i	i	i	i	i	i
Cc1ccc(Cl)cc1NC(=S)N1CCC(c2ccccc2)C1 (stereo not drawn)	i	-0.7	6.7	i	i	i	i	i	i	i	i
Cc1ccc(OCCn2c(NC(=O)c3ccco3)nc3ccccc32)cc1	i	65.7*	4.4	i	i	i	i	i	i	i	i
O=C(CCN1CCc2ccccc2C1)Nc1ccc(F)c(F)c1	i	-3.4	·	i	i	i	i	i	i	25.3*	i
NC(=O)c1cc[n+](Cc2ccc([N+](=O)[O-])cc2)cc1	i	0.2	-0.5	i	i	i	i	i	i	i	i
CC(C)[C@@H](C(=O)NC1CC1)N1C(=O)N2CCc3c([nH]c4ccccc34)[C@@]2(C)C1=O	i	0.6	0.9	i	i	i	i	i	i	i	i
CC1CN(S(=O)(=O)c2ccc(CN3C(=O)c4cccnc4C3=O)s2)c2ccccc2O1 (stereo not drawn)	i	-5.9	-0.7	i	i	i	i	i	i	i	i
COc1ccc(N2CCN(C(=O)C3CCN(C(=O)c4ccc([N+](=O)[O-])cc4)CC3)CC2)cc1	i	-2.8	4.3	i	i	i	i	i	i	i	i

Continuation.
structure	TMEM16A inh	SKKanGAS inh	HDAC3 inhib	RGS4 act	TRPC6 act	TRPC6 inhibitor	MrgX1 agonist	MrgX1 antag	TMEM16A act	MrgX1 PAM	RGS4 block
CCCc1cc(=O)oc2cc(C)cc(OCC(=O)NC(Cc3ccc(Cl)cc3)C(=O)O)c12 (stereo not drawn)	i	10.8	-20.1	i	i	i	i	i	i	i	i
CCc1nc(Nc2ccccc2O)c2oc3ccccc3c2n1	i	4.0	-3.2	i	i	i	i	i	i	i	i
COC(=O)c1sc2nc3c(cc2c1N)CCCC3	i	2.3	-2.5	i	i	i	i	i	i	i	i
CN1C(=S)SC(C)(C)C1N(O)C(=O)Nc1ccc(Cl)cc1 (stereo not drawn)	i	-4.2	1.5	i	i	i	i	i	i	i	i
Cc1cccc(NC(=O)CCNC(=O)c2ccc(Br)cc2)c1C	i	2.5	1.8	i	i	i	i	i	i	i	i
FC(F)Sc1ccc(NC(=S)NC(c2ccccc2)c2ccccc2)cc1	i	125.5*	4.9	i	i	i	i	i	i	i	i
CN(Cc1ccccc1)C(=O)CN(Cc1ccccc1)S(C)(=O)=O	i	-0.6	-1.2	i	i	i	i	i	i	i	i
COc1ccc(S(=O)(=O)Nc2cc3c4c(oc3c3ccccc23)CCCC4=O)cc1	i	30.8	11.1	i	i	i	i	i	i	i	i
COc1ccc(NC(=O)c2ccc(CN3CCc4ccccc4C3)cc2)cc1OC	i	1.4	7.0	i	i	i	i	i	i	i	i
CC(C)Oc1ccc(C2CC(=O)N(c3ccc(C(=O)O)cc3)C2=O)cc1 (stereo not drawn)	i	-0.8	2.4	i	i	i	i	i	i	i	i
Cc1nn(C(C)C(=O)NCc2ccccc2Cl)c(=O)c2c1sc1ccccc12 (stereo not drawn)	i	21.6	·	i	i	i	i	i	i	i	i
O=C(NCc1ccccn1)C1CCN(S(=O)(=O)c2cccs2)CC1	i	2.2	-4.1	i	i	i	i	i	i	i	i
CC(=O)c1ccc2c(c1)N(C)c1ccccc1S2	i	3.6	-1.4	i	i	i	i	i	i	i	i
C=CC[C@]12C=C(OC)C(=O)C(OC)=C1O[C@@H](c1ccc3c(c1)OCO3)[C@H]2C	i	0.6	2.8	i	i	i	i	i	i	i	i
S=c1nccc(-c2cccs2)[nH]1	i	0.2	0.1	i	i	i	i	i	i	i	i
COC(=O)c1ccccc1NC(=O)c1ccc(F)cc1	i	5.6	3.6	i	i	i	i	i	i	i	i
CCC(=O)c1cn(CC(=O)Nc2cccc(C)c2)c2ccccc12	i	0.6	-8.2	i	i	i	i	i	i	i	i
COc1cc2[nH]c(C(=O)N(C)C3CCS(=O)(=O)C3)cc2c(OC)c1OC (stereo not drawn)	i	-2.4	-1.1	i	i	i	i	i	i	i	i
CC(C)NCCCOc1ccc(Cl)cc1Br	i	3.5	-0.8	i	i	i	i	i	i	i	i
COc1cccc(NC(=S)N(Cc2cccc(Br)c2)CC2CCC(C(=O)O)CC2)c1 (stereo not drawn)	i	-9.1	3.5	i	i	i	i	i	i	i	i
COCCn1c(-c2ccc3ccccc3c2)nc2c1c(=O)[nH]c(=O)n2CC(C)C	i	-4.2	-51.9	i	i	i	i	i	i	i	i
O=C(c1cc([N+](=O)[O-])cc([N+](=O)[O-])c1)N(Cc1nnc(-c2ccccc2Cl)o1)C1CC1	i	6.9	-2.6	i	i	i	i	i	i	i	i
O=C(c1ccco1)N1CCN(C(=O)c2cccs2)CC1	i	0.4	4.0	i	i	i	i	i	i	i	i
CCOCCCNC(=O)C(c1ccc(OC)cc1)N(Cc1ccc2c(c1)OCO2)C(=O)CNC(C)=O (stereo not drawn)	i	-4.0	5.6	i	i	i	i	i	i	i	i
Cc1ccccc1-c1nc(CS(=O)(=O)CC(=O)NCCCN2CCN(C)CC2)c(C)o1	i	-2.4	-1.0	i	i	i	i	i	i	i	i
CCN(CCN(C)C)C(=O)Cn1ncc2c1-c1cc(C)ccc1OC2	i	-2.0	2.6	i	i	i	i	i	i	i	i
CCOC(=O)c1ccc(NC(=S)NCCCN2CCOCC2)cc1	i	5.9	6.6	i	i	i	i	i	i	i	i
CCOC(=O)C1=C(C)N(CCCCCC(=O)O)C(=O)NC1c1ccccc1OS(=O)(=O)c1ccc(C)cc1 (stereo not drawn)	i	8.5	6.2	i	i	i	i	i	i	i	i
Cc1ccc(Nc2ccc(S(=O)(=O)N3CCOCC3)cc2[N+](=O)[O-])c(C)c1	i	-1.9	4.3	i	i	i	i	i	i	i	i
COc1ccc(NC(=O)CN(C)C(=O)c2ccc(N3CCOCC3)c([N+](=O)[O-])c2)cc1	i	-6.6	1.3	i	i	i	i	i	i	i	i
Clc1ccc(/C=N/c2c(-c3ccco3)nc3ccccn23)cc1	i	4.5	-0.5	i	i	i	i	i	i	i	i
Cc1cn(C2OC(CC(=O)Oc3ccccc3)C(O)C2O)c(=O)[nH]c1=O (stereo not drawn)	i	5.9	-3.9	i	i	i	i	i	i	i	i
